GLP1R ag – GLP-1 receptor (human) agonism | P43220 | HEK293 GLP-1R CRE-luciferase, luminescence, 4-6 h; cells express a hypersensitive GLP-1R form | Potency, µM (doses to about 45.6 µM), for the others: at the highest dose activation, most hits filed as activators | hit rate 0.007% among 380,000 | AID 624172; also: potency is read from the fitted curve at half-maximal effect; % of control where 0% means no effect
Target sequence (P43220 whole entry, looked up): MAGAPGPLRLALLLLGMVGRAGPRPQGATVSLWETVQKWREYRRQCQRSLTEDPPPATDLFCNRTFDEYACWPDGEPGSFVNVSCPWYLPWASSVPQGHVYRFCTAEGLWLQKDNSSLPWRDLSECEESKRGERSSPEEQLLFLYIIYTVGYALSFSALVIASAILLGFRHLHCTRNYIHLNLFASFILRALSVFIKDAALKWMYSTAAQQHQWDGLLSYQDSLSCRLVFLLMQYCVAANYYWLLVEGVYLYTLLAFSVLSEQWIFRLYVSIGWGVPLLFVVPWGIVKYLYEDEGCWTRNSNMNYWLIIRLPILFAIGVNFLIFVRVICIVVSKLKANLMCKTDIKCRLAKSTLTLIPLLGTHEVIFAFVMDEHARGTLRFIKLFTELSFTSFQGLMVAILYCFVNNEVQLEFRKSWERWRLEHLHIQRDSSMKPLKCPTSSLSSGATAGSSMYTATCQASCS
KB-V1 cytotox – kills drug-selected multidrug resistant KB-V1 cells. KB-V1 MDR cells viability, CellTiter-Glo, 72 h. hit rate 3.4% among 400,000. Potency, µM (doses to about 46.1 µM), for the others: at the top dose activity change, negative = cytotoxicity, hits mostly cytotoxic. AID 1347076; also: potency is read from the fitted curve at half-maximal effect; % is scaled to controls: 0 for no effect and ±100 for the full control effect; nearly all actives have a fitted effect of over 60% in size
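In this primary screen, KB-V1 cells overexpressing P-gp are incubated with library compounds (lowest to highest concentration) for 72 h at 37 degrees C before a luminescent ATP viability read.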
TDP-43 yeast inh – TDP-43 toxicity inhibition in yeast; TDP-43 expressing yeast growth rescue, BacTiter-Glo, 24 h; Potency, µM (titrated, usually from 46.1 µM), without a hit: at the top dose growth rescue (activation), usual class: activators; hit rate 1.8% among 410,000; also: potency is read from the fitted curve at half-maximal effect; % of control where 0% means no effect; nearly all actives have a fitted effect of over 50% in size
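Luminescence from BacTiter-Glo reports growth of TDP-43-expressing yeast after 24 hr at 30 deg C with compound. Cells were raffinose-pregrown to mid-log, then seeded in galactose medium at OD600=0.02.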
GLP1R inv ag – inverse agonists of human GLP-1 receptor; HEK293 GLP-1R CRE-luciferase, luminescence, 24 h; GLP-1R form is constitutively active; Potency, µM (top dose mostly 38.3 µM), for the others: at the top dose activity change, negative = inhibition, usual class: inhibitors; hit rate 1.6% among 410,000; AID 624417; also: potency is read from the fitted curve at half-maximal effect; % is scaled to controls: 0 for no effect and ±100 for the full control effect; nearly all actives have a fitted effect of over 55% in size
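Inverse agonism was detected as reduced cAMP-driven luciferase luminescence after 24 h compound treatment. The cells were HEK293 clones expressing constitutively active human GLP-1R with the reporter. Reporter-only and GPR119 cell lines served as counterscreen controls.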
PTHR1 ag – PTHR1 (human) receptor agonism. AID 743266. HEK293 GP2 PTHR1 cells, GloSensor cAMP luminescence, 1 h. Potency, µM (titrated, usually from 115 µM), for inactives: top-dose activation, most hits filed as activators. Q03431. hit rate 0.075% among 410,000; also: potency is read from the fitted curve at half-maximal effect; nearly all actives have a fitted effect of over 55% in size; some results filed as inactive show a strong effect at the top dose; inactives centre near -15; many of its hits are not listed in these tables
Target sequence (Q03431 whole entry, looked up): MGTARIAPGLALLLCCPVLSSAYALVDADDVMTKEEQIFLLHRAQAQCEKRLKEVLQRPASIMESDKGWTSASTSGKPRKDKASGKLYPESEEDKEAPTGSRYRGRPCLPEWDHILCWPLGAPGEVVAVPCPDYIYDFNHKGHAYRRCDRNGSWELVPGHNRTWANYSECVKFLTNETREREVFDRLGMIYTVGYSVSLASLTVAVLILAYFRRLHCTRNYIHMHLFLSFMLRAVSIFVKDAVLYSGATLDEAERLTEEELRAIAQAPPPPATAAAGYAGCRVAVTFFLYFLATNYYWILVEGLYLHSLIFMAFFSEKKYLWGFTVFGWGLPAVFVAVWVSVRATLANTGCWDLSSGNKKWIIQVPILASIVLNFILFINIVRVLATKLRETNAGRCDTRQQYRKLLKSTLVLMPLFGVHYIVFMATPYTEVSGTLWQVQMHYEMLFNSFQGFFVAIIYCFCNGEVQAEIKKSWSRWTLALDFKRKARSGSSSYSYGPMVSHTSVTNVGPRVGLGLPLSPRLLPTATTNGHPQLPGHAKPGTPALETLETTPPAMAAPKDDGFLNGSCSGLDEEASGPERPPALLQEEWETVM
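HEK-293-derived GP2 cells expressing PTHR1 and a GloSensor cAMP reporter, 3,000/well, plated overnight, given luciferin plus IBMX (each 0.5 mM as added) for 1 h at 37 °C, then compound for 1 h at 37 °C. Luminescence was read after 15 min at room temperature.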
D3 ag – D3 dopamine receptor (human) agonism; D3R DiscoveRx beta-arrestin cells, luminescence, 90 min; max activation, %; hit rate 0.58% among 410,000; AID 652048; in the data active = max activation above about 30%; also: 0% is about no effect; mostly tested at two doses, the higher about 12 µM
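Agonist-mode cell screen: cells plated at 1500/well and incubated overnight at 37 °C, then exposed to library compounds for 90 min at 37 °C. Detection reagent was added for 30–60 min at room temperature, and luminescence was read.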
aSyn rescue – alpha-synuclein toxicity inhibition in yeast; Potency, µM (doses to about 46.1 µM), inactives show at the highest dose growth rescue (activation), usual class: activators; Yeast expressing alpha-synuclein, growth rescue, BacTiter-Glo, 24 h; AID 652106; hit rate 0.14% among 370,000; also: potency is read from the fitted curve at half-maximal effect; % of control where 0% means no effect; nearly all actives have a fitted effect of over 65% in size
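Readout is rescue of growth in alpha-synuclein-expressing yeast, so inhibitors of toxicity appear as activators. Growth after 24 hr at 30 deg C in galactose medium is quantified by luminescence.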
HEK293 tox – cytotoxic in the GLP-1 receptor inverse agonist counter-screen | HEK293 cAMP-luciferase reporter cells, luminescence, 24 h | Potency, µM (highest dose often 38.3 µM), for the others: top-dose activity change, negative = inhibition, most hits filed as inhibitors | hit rate 0.13% among 410,000;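 also: loss of luciferase light is scored as toxicity; potency is read from the fitted curve at half-maximal effect; % is scaled to controls: 0 for no effect and ±100 for the full control effect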
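1536-well qHTS counterscreen of the MLSMR; 200 cells/uL, 12 h pre-incubation, 23 nL cpd, 24 h at 37 deg C 5% CO2, luciferase detection reagent, 12 min RT, luminescence. Inhibition = undesired.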
DRD3 antagonist – antagonists of human D3 dopamine receptor; hit rate 2.5% among 360,000; D3R cells, DiscoveRx beta-arrestin luminescence, antagonist mode; hits give low values; P35462; max response, negative = inhibition, %; AID 652054; in the data active = max response below about -50%; inconclusive = no clear call, values can overlap the other calls; also: % is scaled to controls: 0 for no effect and ±100 for the full control effect; mostly tested at two doses, the higher about 12 µM
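Cells expressing the human receptor were seeded at 1500 cells/well, incubated overnight at 37 degrees C in 5% CO2, then exposed to library compounds with dopamine controls for 90 minutes at 37 degrees C before luminescent detection.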
* marks the source's active call; other numbers are inactive results; i = inactive; ? = inconclusive; . = not tested or not shown; & = joins results of further samples; [ ] = another dose, or the depositor's remark. Unless noted, calls follow the shape of the dose curve; as a rule, active = well fitted curve in the direction sought with a large enough effect; inconclusive = small, poorly fitted or top-dose-only effect, or another doubt; inactive = no such curve, though single readings can be large; an effect the other way counts as inactive or inconclusive. The list is partial, so the mix of outcomes need not match the whole.

The first twelve compounds, ahead of the listing:
SMILES	GLP1R ag	KB-V1 cytotox	TDP-43 yeast inh	GLP1R inv ag	PTHR1 ag	D3 ag	aSyn rescue	HEK293 tox	DRD3 antagonist
CCOC(=O)N1CCN(S(=O)(=O)c2ccc(F)c(C(=O)Nc3ccc(C(C)C)cc3)c2)CC1	1%	6.5µM*	-14%	?	i	-4	10%	0%	4
O=C(NCCCn1ccnc1)c1ccc(Cl)cc1[N+](=O)[O-]	7%	4%	10%	12%	i	-12	2%	-5%	-16
COc1cccc(N2CCN(C(=O)c3cc4cc5cc(C)ccc5nc4s3)CC2)c1	.	-3%	?	0%	-1%	-4	.	0%	.
Cc1cc2c(N)cccc2nn1	0%	3%	11%	16%	1%	-11	-4%	2%	-22
COc1ccc(Cl)cc1S(=O)(=O)n1c([N+](=O)[O-])cnc1C	-1%	4%	1%	16%	i	-4	-1%	-6%	-2
CCOC(=O)c1c(C)[nH]c(C(=O)CSc2nnnn2-c2ccccc2)c1C	13%	?	-1%	0%	11%[57.5 µM]	-2	-9%	12%	-29
CCOc1ccc(CC(=O)NCc2ccc3c(c2)CCN3C(=O)c2ccc(F)cc2)cc1OCC	.	?	25%	1%	-29%	8	.	3%	.
N#CCC(=O)N/N=C/c1cc(-c2ccccc2)n(-c2ccc(Cl)cc2)c1-c1ccccc1	3%	-4%	18%	0%[0.307 µM]	-6%	6	4%	14%[0.307 µM]	-5
CCCOC(=O)c1ccc(NC(=O)Cn2nnc3sc4c(c3c2=O)CCC(C(C)(C)C)C4)cc1 (stereo not drawn)	.	1%	19%	1%	i	7	.	-15%	.
O=C(NCCOc1ccccc1)C1CCCN1C(=O)c1cccs1 (stereo not drawn)	-2%	11%	-2%	-7%	i	1	2%	-3%	-8
O=C(Cn1nc(-c2cccc(Cl)c2)ccc1=O)Nc1cccnc1	-6%	-11%	-14%	2%	i	-1	0%	-4%	-10
CC(=O)c1cccc(NC(=O)[C@H]2O[C@@H]3OC(C)(C)O[C@@H]3[C@H]3OC(C)(C)O[C@H]32)c1	.	.	20%	12%	i	8	.	6%	.

This part in full, from the start:
SMILES	GLP1R ag	KB-V1 cytotox	TDP-43 yeast inh	GLP1R inv ag	PTHR1 ag	D3 ag	aSyn rescue	HEK293 tox	DRD3 antagonist
CCOC(=O)N1CCN(S(=O)(=O)c2ccc(F)c(C(=O)Nc3ccc(C(C)C)cc3)c2)CC1	1%	6.5µM*	-14%	?	i	-4	10%	0%	4
O=C(NCCCn1ccnc1)c1ccc(Cl)cc1[N+](=O)[O-]	7%	4%	10%	12%	i	-12	2%	-5%	-16
COc1cccc(N2CCN(C(=O)c3cc4cc5cc(C)ccc5nc4s3)CC2)c1	.	-3%	?	0%	-1%	-4	.	0%	.
Cc1cc2c(N)cccc2nn1	0%	3%	11%	16%	1%	-11	-4%	2%	-22
COc1ccc(Cl)cc1S(=O)(=O)n1c([N+](=O)[O-])cnc1C	-1%	4%	1%	16%	i	-4	-1%	-6%	-2
CCOC(=O)c1c(C)[nH]c(C(=O)CSc2nnnn2-c2ccccc2)c1C	13%	?	-1%	0%	11%[57.5 µM]	-2	-9%	12%	-29
CCOc1ccc(CC(=O)NCc2ccc3c(c2)CCN3C(=O)c2ccc(F)cc2)cc1OCC	.	?	25%	1%	-29%	8	.	3%	.
N#CCC(=O)N/N=C/c1cc(-c2ccccc2)n(-c2ccc(Cl)cc2)c1-c1ccccc1	3%	-4%	18%	0%[0.307 µM]	-6%	6	4%	14%[0.307 µM]	-5
CCCOC(=O)c1ccc(NC(=O)Cn2nnc3sc4c(c3c2=O)CCC(C(C)(C)C)C4)cc1 (stereo not drawn)	.	1%	19%	1%	i	7	.	-15%	.
O=C(NCCOc1ccccc1)C1CCCN1C(=O)c1cccs1 (stereo not drawn)	-2%	11%	-2%	-7%	i	1	2%	-3%	-8
O=C(Cn1nc(-c2cccc(Cl)c2)ccc1=O)Nc1cccnc1	-6%	-11%	-14%	2%	i	-1	0%	-4%	-10
CC(=O)c1cccc(NC(=O)[C@H]2O[C@@H]3OC(C)(C)O[C@@H]3[C@H]3OC(C)(C)O[C@H]32)c1	.	.	20%	12%	i	8	.	6%	.
O=C(N[C@H]1C/C=C\C[C@H](CC(=O)N(CCO)Cc2ccccc2)C(=O)NC[C@H](c2ccccc2)OC1=O)OCC1c2ccccc2-c2ccccc21	0%	-7%	4%	-10%	-10%	0	3%	-5%	-17
O=C(Nc1ccc2snnc2c1)N1CCCCC1	11%	-3%	1%	38%[activator]	-6%	0	-2%	0%	2
CC(=O)Nc1ccc(C(=O)Nc2cccc(S(=O)(=O)NC3=NCCC3)c2)cc1	8%	2%	-15%	7%	-19%	2	-3%	1%	7
COc1cc(C2CC(=O)c3cnc(N)nc3C2)cc(OC)c1OC (stereo not drawn)	-4%	?	-19%	0%	i	0	0%	-1%	-4
CCS(=O)(=O)c1ccc2c(c1)N(S(C)(=O)=O)CC(C(=O)NCCOC)O2 (stereo not drawn)	-8%	21%	-8%	6%	-3%[57.5 µM]	-2	-4%	3%	-4
COC(=O)CSc1cc(C)nc(SC)n1	-8%	?	0%	0%	i	-1	0%	3%	18
CCCCN(CC)C(=O)c1cc2c(=O)n3ccccc3nc2n1C	.	.	15%	57%[activator]	-2%	6	.	194%[activator]	.
CCN1CCN(CC(O)COc2cccc(OC)c2)CC1 (stereo not drawn)	6%	1%	10%	-23%	i	4	3%	4%	30
Cc1ccc(C(=O)O)cc1NC(=O)CCc1c(C)noc1C	-2%	18%	-3%	11%	i	-8	0%	4%	-18
Cc1[nH]n(C(N)=S)c(=O)c1N=Nc1ccc2ccccc2c1	3%	?	?	?	-36%[inhibitor]	-2	-19%	?	?
COc1ccc(CCNC(=O)CCCCn2c(=O)c3ccccc3n(CC(=O)Nc3c(C)cccc3C)c2=O)cc1OC	1%	-1%	15%	5%	-2%	-7	.	-1%	.
O=C(NCCS(=O)(=O)N1CCN(c2ccc(F)cc2)CC1)C1CC(=O)N(c2ccccc2)C1 (stereo not drawn)	-1%	21%	9%&24%	9%&12%	-13%	2&1	-2%	4%&-3%	8
COc1cc2c(C)nc3c(cnn3-c3ccccc3)c2cc1OC	4%	-9%	20%	28%	i	-6	-1%	5%	-20

3 compounds already listed, arranged by SMILES length, rising:
SMILES	GLP1R ag	KB-V1 cytotox	TDP-43 yeast inh	GLP1R inv ag	PTHR1 ag	D3 ag	aSyn rescue	HEK293 tox	DRD3 antagonist
O=C(NCCOc1ccccc1)C1CCCN1C(=O)c1cccs1 (stereo not drawn)	-2%	11%	-2%	-7%	i	1	2%	-3%	-8
O=C(NCCCn1ccnc1)c1ccc(Cl)cc1[N+](=O)[O-]	7%	4%	10%	12%	i	-12	2%	-5%	-16
CCS(=O)(=O)c1ccc2c(c1)N(S(C)(=O)=O)CC(C(=O)NCCOC)O2 (stereo not drawn)	-8%	21%	-8%	6%	-3%[57.5 µM]	-2	-4%	3%	-4

(listing goes on)
SMILES	GLP1R ag	KB-V1 cytotox	TDP-43 yeast inh	GLP1R inv ag	PTHR1 ag	D3 ag	aSyn rescue	HEK293 tox	DRD3 antagonist
O=C(c1ccccn1)N1CCCC(N2CCN(c3ccccc3)CC2)C1 (stereo not drawn)	-3%	4%	-17%	-25%	i	5	-2%	-8%	5
O=C(CC(=O)NCc1ccc(Cl)cc1)NCc1ccc(Cl)cc1	7%	-17%	-3%	-17%	-1%	5	2%	-7%	9
C[C@H](CO)N1C[C@H](C)[C@@H](CN(C)C(=O)Nc2ccc3c(c2)OCO3)Oc2c(cccc2N(C)C)C1=O	7%	-6%	-8%	5%	14%	0	-1%	0%	-12
Cc1ccc(C(=O)NCC(=O)Nc2cccc(S(=O)(=O)NC3=NCCCCC3)c2)cc1C	4%	1%	6%	10%	i	10	6%	-2%	6
COc1cccc(C(=O)N2CCCc3ccccc32)c1OC	8%	-13%	-24%	?	-5%	0	12%	-4%	-22
CCN(CC)c1ccc(/C=C/c2cccc[n+]2C)c(OC)c1	6%	8%	-27%	-16%	-33%[inhibitor]	-8	-14%	?	?
COCCNC(=S)N(CCc1c(C)[nH]c2ccccc12)Cc1ccco1	-3%	?	26%	?	-36%[inhibitor]	1	12%	-19%	1
O=C(NCc1ccco1)c1ccc(-c2csnn2)cc1	5%	7%	2%	10%	i	-3	8%	-32%	-1
Cc1cccn2c(=O)c3cc(C(=O)NC4CCCCC4)c(=N)n(Cc4ccccc4)c3nc12	5%	?	-13%	-1%	-1%	2	7%	63%[activator]	-18
COCCCNC(=O)C[C@@H]1C[C@@]2(C(=O)OC)CCCCC=C2N(Cc2ccco2)C1=O	0%	-5%	16%	-3%	-15%	4	0%	5%	-24
COc1ccc(OC)c(C(c2c(O)nc(SC)[nH]c2=O)c2c(O)nc(SC)[nH]c2=O)c1	6%	?	6%	16%	-43%[inhibitor]	2	2%	16%	18
COc1ccc(C2/C=C\CN(C(=O)C3CCCC3)CC(=O)N2Cc2ccc(F)cc2)cc1 (stereo not drawn)	-3%	-18%	6%	-13%	-11%	-22	0%	1%	-15
Cc1cc(C(=O)N/N=C/C=C/c2ccccc2)c(C)o1	-13%	-3%	9%	-27%	-44%	-2	-4%	-4%	-23
COc1ccccc1-c1cc(-c2ccccc2)nc(SCC(=O)O)c1C#N	-1%	5%	25%	5%	-96%[inhibitor]	-11	-8%	-1%	-23
NS(=O)(=O)c1ccc(CNC(=O)Cn2nc(C(F)F)cc2C(F)F)cc1	-2%	0%	11%	5%	i	1	1%	-41%	-3
CCOC(=O)C1=C(CN2CCN(c3ccc(Cl)cc3)CC2)NC(=O)NC1c1ccc(OC)cc1 (stereo not drawn)	.	?	14%[9.22 µM]	2%	-30%[inhibitor]	-18	.	0%	.

Bioassay records (PubChem BioAssay)
